GCN5L2 inh: GCN5L2 (KAT2A) acetyltransferase inhibition. Q92830. GCN5L2 HAT assay, ThioGlo1 CoA-SH fluorescence. Potency, µM (doses to about 58.9 µM), for the others: at the highest dose activity change, negative = inhibition, most hits filed as inhibitors. 0.21% of 390,000 active. AID 504327
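Enzyme at 20nM final was mixed with library compounds for 15 min at room temperature. Peptide H3(1-25) at 75uM, acetyl-CoA at 70uM and ThioGlo1 at 50uM were then added. Plates were read immediately and after 20 min (Ex340nm/Em540nm).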
DT40 TDP1 no CPT: qHTS for Inhibitors of human tyrosyl-DNA phosphodiesterase 1 (TDP1): qHTS in cells in absence of CPT; DT40 Tdp1-/- hTDP1 cells, no CPT, ATP luminescence, 48 h; Potency, µM (doses to about 46.2 µM), inactives show top-dose activity change, negative = growth inhibition, usual class: inhibitors; 15% of 420,000 active; AID 686978, 2013; note: nearly all actives have a fitted effect of over 55% in size
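No-CPT arm: Tdp1-/-;hTDP1 DT40 cells (400/well) plus compounds, incubated ≥48 hr at 37 °C. Readout CellTiter-Glo luminescence.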
TDP1 inh: inhibitors of human tyrosyl-DNA phosphodiesterase TDP1 | Q9NUW8 | recombinant TDP1, AlphaScreen DNA substrate cleavage | AID 485290 | 0.28% of 350,000 active | Potency, µM (titrated, usually from 130 µM), without a hit: top-dose activity change, negative = inhibition, usual class: inhibitors; note: nearly all actives have a fitted effect of over 40% in size
Target sequence (Q9NUW8 whole entry, looked up): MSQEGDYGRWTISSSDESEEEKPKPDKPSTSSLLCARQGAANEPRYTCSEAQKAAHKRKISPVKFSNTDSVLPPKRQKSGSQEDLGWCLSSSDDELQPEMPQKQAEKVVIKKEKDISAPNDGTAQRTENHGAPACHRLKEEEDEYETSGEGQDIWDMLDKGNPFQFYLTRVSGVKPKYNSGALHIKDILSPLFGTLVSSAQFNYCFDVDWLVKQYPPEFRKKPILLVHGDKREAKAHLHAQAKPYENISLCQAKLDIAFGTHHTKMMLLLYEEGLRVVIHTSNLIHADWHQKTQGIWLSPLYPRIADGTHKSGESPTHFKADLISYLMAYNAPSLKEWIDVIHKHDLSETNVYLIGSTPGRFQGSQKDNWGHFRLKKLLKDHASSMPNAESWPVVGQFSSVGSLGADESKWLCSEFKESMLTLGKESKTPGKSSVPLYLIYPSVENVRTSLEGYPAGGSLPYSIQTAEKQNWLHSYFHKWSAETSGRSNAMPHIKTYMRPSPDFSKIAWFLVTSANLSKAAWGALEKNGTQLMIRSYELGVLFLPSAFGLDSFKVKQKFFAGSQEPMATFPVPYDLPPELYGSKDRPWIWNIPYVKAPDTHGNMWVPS
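Steps: enzyme plus compound, 15 min RT; add biotin/phosphotyrosine-FITC oligonucleotide (15 nM final), react 5 min; add donor/acceptor beads (10 ug/ml final), 10 min; read AlphaScreen. Tdp1 at 1 nM final.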
Starred values were filed as active, the others as inactive; ? = inconclusive; . = not tested or not shown; & = joins results of further samples; [ ] = another dose, or the depositor's remark. Calls come from the whole dose curve; as a rule, active = well fitted curve in the direction sought with a large enough effect; inconclusive = small, poorly fitted or top-dose-only effect, or another doubt; inactive = no such curve, though single readings can be large; an effect the other way counts as inactive or inconclusive. % is set by controls: 0 for no effect and ±100 for the full control effect; potency is the fitted concentration of half-maximal effect.

Sample of the layout:
> O=C(CSc1nc2ccccc2nc1Cc1ccc(Cl)cc1)N1CCN(c2ccccc2F)CC1
  GCN5L2 inh: -3.8%; DT40 TDP1 no CPT: 20.6µM*; TDP1 inh: 0.0%
> Cc1ccc(C(=O)Nc2cccc(C(=O)OCc3cc(=O)n4nc(C5CC5)sc4n3)c2)cc1
  GCN5L2 inh: 2.3%; DT40 TDP1 no CPT: -16.1%; TDP1 inh: 3.8%
> O=C(C1=C[C@@H]2[C@H]3C(=O)N(c4ccc(Cl)cc4)C(=O)[C@H]3[C@@H](C(=O)c3ccc(Cl)cc3)N2C=C1)c1ccccc1
  GCN5L2 inh: -13.6%; DT40 TDP1 no CPT: ?; TDP1 inh: -0.6%
> COc1ccc(-c2noc(-c3ccoc3C)n2)cc1OC
  GCN5L2 inh: -0.9%; DT40 TDP1 no CPT: 8.8%; TDP1 inh: 5.6%
> CCOC(=O)[C@H]1[C@H]2COc3ccc(OC)cc3[C@@H]2N2C(=O)[C@H](C)NC(=O)[C@@]12C
  GCN5L2 inh: -2.2%; DT40 TDP1 no CPT: 9.7%; TDP1 inh: 0.4%
> CCCCc1ccc(N2C(=NC(=O)C3CCCO3)SC3CS(=O)(=O)CC32)cc1 (stereo unspecified)
  GCN5L2 inh: -6.5%; DT40 TDP1 no CPT: 13.3%; TDP1 inh: 2.0%
> Cc1ccc(/C(N)=N/OC(=O)/C=C/c2ccccc2)cc1
  GCN5L2 inh: -5.4%; DT40 TDP1 no CPT: -7.1%; TDP1 inh: -2.0%
> Cc1[nH]c(=O)[nH]c(=O)c1/C=N/NC(=O)CCCCCNC(=O)OC(C)(C)C
  GCN5L2 inh: 0.5%; DT40 TDP1 no CPT: -20.2%; TDP1 inh: 2.5%
> O=C(COC(=O)c1c(Cl)cccc1Cl)NC1CCCCC1
  GCN5L2 inh: 0.4%; DT40 TDP1 no CPT: -20.8%; TDP1 inh: 4.6%
> Cc1ccc(NC(=O)CC2OC(=O)c3ccccc32)cc1S(=O)(=O)N1CCOCC1 (stereo unspecified)
  GCN5L2 inh: -11.3%; DT40 TDP1 no CPT: -4.6%; TDP1 inh: 0.1%
> O=C(CSc1ncnc2scc(-c3ccccc3)c12)N1CCN(Cc2ccc3c(c2)OCO3)CC1
  GCN5L2 inh: ?; DT40 TDP1 no CPT: 13µM*; TDP1 inh: 8.2%
> Cc1cc(C)c(S(=O)(=O)N/N=C/c2ccc([N+](=O)[O-])o2)c(C)c1
  GCN5L2 inh: -38.4%; DT40 TDP1 no CPT: ?; TDP1 inh: 1.4%[56.1 µM]
> Cn1c(SCc2nc3ccccc3s2)nnc1-c1ccc2c(c1)OCO2
  GCN5L2 inh: 3.4%; DT40 TDP1 no CPT: -5.9%; TDP1 inh: -2.2%
> Cn1c(CCNC(=O)c2ccco2)nc2cc(NS(=O)(=O)c3ccc(Cl)cc3)ccc21
  GCN5L2 inh: 0.4%; DT40 TDP1 no CPT: ?; TDP1 inh: 4.8%

This part in full, repeating the preview:
> O=C(CSc1nc2ccccc2nc1Cc1ccc(Cl)cc1)N1CCN(c2ccccc2F)CC1
  GCN5L2 inh: -3.8%; DT40 TDP1 no CPT: 20.6µM*; TDP1 inh: 0.0%
> Cc1ccc(C(=O)Nc2cccc(C(=O)OCc3cc(=O)n4nc(C5CC5)sc4n3)c2)cc1
  GCN5L2 inh: 2.3%; DT40 TDP1 no CPT: -16.1%; TDP1 inh: 3.8%
> O=C(C1=C[C@@H]2[C@H]3C(=O)N(c4ccc(Cl)cc4)C(=O)[C@H]3[C@@H](C(=O)c3ccc(Cl)cc3)N2C=C1)c1ccccc1
  GCN5L2 inh: -13.6%; DT40 TDP1 no CPT: ?; TDP1 inh: -0.6%
> COc1ccc(-c2noc(-c3ccoc3C)n2)cc1OC
  GCN5L2 inh: -0.9%; DT40 TDP1 no CPT: 8.8%; TDP1 inh: 5.6%
> CCOC(=O)[C@H]1[C@H]2COc3ccc(OC)cc3[C@@H]2N2C(=O)[C@H](C)NC(=O)[C@@]12C
  GCN5L2 inh: -2.2%; DT40 TDP1 no CPT: 9.7%; TDP1 inh: 0.4%
> CCCCc1ccc(N2C(=NC(=O)C3CCCO3)SC3CS(=O)(=O)CC32)cc1 (stereo unspecified)
  GCN5L2 inh: -6.5%; DT40 TDP1 no CPT: 13.3%; TDP1 inh: 2.0%
> Cc1ccc(/C(N)=N/OC(=O)/C=C/c2ccccc2)cc1
  GCN5L2 inh: -5.4%; DT40 TDP1 no CPT: -7.1%; TDP1 inh: -2.0%
> Cc1[nH]c(=O)[nH]c(=O)c1/C=N/NC(=O)CCCCCNC(=O)OC(C)(C)C
  GCN5L2 inh: 0.5%; DT40 TDP1 no CPT: -20.2%; TDP1 inh: 2.5%
> O=C(COC(=O)c1c(Cl)cccc1Cl)NC1CCCCC1
  GCN5L2 inh: 0.4%; DT40 TDP1 no CPT: -20.8%; TDP1 inh: 4.6%
> Cc1ccc(NC(=O)CC2OC(=O)c3ccccc32)cc1S(=O)(=O)N1CCOCC1 (stereo unspecified)
  GCN5L2 inh: -11.3%; DT40 TDP1 no CPT: -4.6%; TDP1 inh: 0.1%
> O=C(CSc1ncnc2scc(-c3ccccc3)c12)N1CCN(Cc2ccc3c(c2)OCO3)CC1
  GCN5L2 inh: ?; DT40 TDP1 no CPT: 13µM*; TDP1 inh: 8.2%
> Cc1cc(C)c(S(=O)(=O)N/N=C/c2ccc([N+](=O)[O-])o2)c(C)c1
  GCN5L2 inh: -38.4%; DT40 TDP1 no CPT: ?; TDP1 inh: 1.4%[56.1 µM]
> Cn1c(SCc2nc3ccccc3s2)nnc1-c1ccc2c(c1)OCO2
  GCN5L2 inh: 3.4%; DT40 TDP1 no CPT: -5.9%; TDP1 inh: -2.2%
> Cn1c(CCNC(=O)c2ccco2)nc2cc(NS(=O)(=O)c3ccc(Cl)cc3)ccc21
  GCN5L2 inh: 0.4%; DT40 TDP1 no CPT: ?; TDP1 inh: 4.8%
> CCOC(=O)c1ccc(NC(=O)CSc2cc(-c3ccccc3)nc(C)n2)cc1
  GCN5L2 inh: -7.3%; DT40 TDP1 no CPT: ?; TDP1 inh: -3.6%

> Cc1cc(-c2ccco2)n(CC(=O)NCCCc2ccccc2)n1
  GCN5L2 inh: -6.2%; DT40 TDP1 no CPT: -23.7%; TDP1 inh: 2.2%
> CCn1c2ccccc2c2cc(NC(=O)CSc3nnc(-c4cccc(C)c4)o3)ccc21
  GCN5L2 inh: -2.2%; DT40 TDP1 no CPT: ?; TDP1 inh: 2.3%
> CCn1nc(C(=O)Nc2cccc(C(F)(F)F)c2)c(Cl)c1Cl
  GCN5L2 inh: -7.9%; DT40 TDP1 no CPT: -21.7%; TDP1 inh: 0.0%
> O=C(CNC(=O)c1ccncc1)N/N=C/c1ccc(Br)cc1
  GCN5L2 inh: -3.3%; DT40 TDP1 no CPT: -7.6%; TDP1 inh: 6.0%
> CCCCNc1ccc2c3c(cccc13)C(=O)N(CCCC)C2=O
  GCN5L2 inh: -7.5%; DT40 TDP1 no CPT: 20.6µM*; TDP1 inh: .
> CCOC1OC(=O)C(Cl)=C1Nc1ccc(C)cc1C (stereo unspecified)
  GCN5L2 inh: -3.8%; DT40 TDP1 no CPT: -24.9%; TDP1 inh: 1.1%
> CCC(=O)N1CCc2cc(Br)cc(S(=O)(=O)CCC(=O)NCc3ccc(Cl)cc3)c21
  GCN5L2 inh: -3.3%; DT40 TDP1 no CPT: ?; TDP1 inh: 5.9%
> CCNC(=O)COC(=O)C1CCC(=O)N(c2ccc(OC)cc2)C1c1ccc(OC)cc1 (stereo unspecified)
  GCN5L2 inh: -7.8%; DT40 TDP1 no CPT: 0.8%; TDP1 inh: 5.6%
> CCCCCCCCNc1nc(Cl)nc(NCc2ccco2)n1
  GCN5L2 inh: -1.9%; DT40 TDP1 no CPT: -2.2%; TDP1 inh: 2.7%
> Cc1c(C)c2ccc(OCC(=O)Nc3ccc(N4CCC(C)CC4)cc3)cc2oc1=O
  GCN5L2 inh: -3.3%; DT40 TDP1 no CPT: 3.8%; TDP1 inh: 6.3%
> Cc1ccccc1CNC(=O)CCCn1nc(C)c2sc3ccccc3c2c1=O
  GCN5L2 inh: -5.3%; DT40 TDP1 no CPT: 20.6µM*; TDP1 inh: 5.7%
> c1ccc(-c2ccccc2OCCOCCN2CCOCC2)cc1
  GCN5L2 inh: 0.9%; DT40 TDP1 no CPT: -4.5%; TDP1 inh: 6.8%
> O=C(Nc1nonc1NC(=O)c1cccs1)c1cccs1
  GCN5L2 inh: -3.0%; DT40 TDP1 no CPT: 23.1µM*; TDP1 inh: 2.6%
> COc1ccc(O)c(/C=N\NC(=O)CCn2nnc3ccccc32)c1
  GCN5L2 inh: -1.9%; DT40 TDP1 no CPT: 23.1µM*; TDP1 inh: -3.8%
> CCOC(=O)NC(=O)c1cn(CCNCCO)c(=O)[nH]c1=O
  GCN5L2 inh: -5.5%; DT40 TDP1 no CPT: 4.4%; TDP1 inh: 0.0%

> COc1ccc(O)c(/C=N/NC(=O)c2c(C)nnn2-c2nonc2N)c1
  GCN5L2 inh: ?; DT40 TDP1 no CPT: 8.2µM*; TDP1 inh: ?
> COc1ccccc1CN1CC(C(=O)NCc2cc(C)on2)CCC1=O (stereo unspecified)
  GCN5L2 inh: -9.5%; DT40 TDP1 no CPT: -1.9%; TDP1 inh: -2.0%
> COc1ccccc1CN1CC(C(=O)NCc2nccn2C)CCC1=O (stereo unspecified)
  GCN5L2 inh: ?; DT40 TDP1 no CPT: 15.3%; TDP1 inh: 1.2%
> COc1cccc(/C=C/C(=O)OCC(=O)c2ccccc2)c1OC
  GCN5L2 inh: -8.0%; DT40 TDP1 no CPT: ?; TDP1 inh: -7.6%
> CC1CCCCN1CCNC(=O)c1ccc2c(=O)n(CCc3ccccc3)c(=O)[nH]c2c1 (stereo unspecified)
  GCN5L2 inh: -8.9%; DT40 TDP1 no CPT: ?; TDP1 inh: 2.0%
> Cc1ccc(-n2c(SCC(=O)Nc3c(C)cccc3C)nc(O)c(C)c2=O)cc1
  GCN5L2 inh: -3.3%; DT40 TDP1 no CPT: -6.7%; TDP1 inh: 0.0%
> Nc1ccccc1C(=O)N1O[C@@H]2C=C[C@H]1CC2
  GCN5L2 inh: -1.1%; DT40 TDP1 no CPT: -0.6%; TDP1 inh: .
> O=C(CCC(=O)N1CCN(C2CCCCC2)CC1)Nc1nnc(C(F)(F)F)s1
  GCN5L2 inh: -3.0%; DT40 TDP1 no CPT: -20.8%; TDP1 inh: -4.8%
> COc1cc(/C=N/NC(=O)c2ccncc2)ccc1OC(=O)c1cccc(F)c1
  GCN5L2 inh: 1.3%; DT40 TDP1 no CPT: -22.4%; TDP1 inh: 5.0%
> O=C(Cc1ccc(-n2c(=O)[nH]c3ccccc3c2=O)cc1)N1CCN(c2ccccc2)CC1
  GCN5L2 inh: 3.8%; DT40 TDP1 no CPT: -20.2%; TDP1 inh: -2.8%
> CCn1c(SCC(=O)O)nnc1-c1cc2c(C)nn(-c3ccccc3)c2s1
  GCN5L2 inh: -11.6%; DT40 TDP1 no CPT: -15.7%; TDP1 inh: 2.1%
> CC(C)[C@@H](CO)N(C)S(=O)(=O)c1ccccc1Br
  GCN5L2 inh: -1.8%; DT40 TDP1 no CPT: -15.0%; TDP1 inh: -0.1%[56.1 µM]
> O=C(CNC(=O)c1ccc(Br)o1)NCc1ccc2c(c1)OCO2
  GCN5L2 inh: -3.0%; DT40 TDP1 no CPT: -11.8%; TDP1 inh: -4.8%
> Cc1ccc(-n2c(=O)c3c(c4cc(C)ccc4n3C)n(CC(=O)c3ccc(Cl)cc3)c2=O)cc1
  GCN5L2 inh: 6.0%; DT40 TDP1 no CPT: -17.2%; TDP1 inh: 2.8%
> CCOc1ccc(CCNC(=O)c2cn(C)c3ccc(S(=O)(=O)N4CCOCC4)cc3c2=O)cc1OCC
  GCN5L2 inh: -5.9%&-7.0%; DT40 TDP1 no CPT: ?; TDP1 inh: 7.4%&0.0%
> CC(=O)c1ccc(NC(=O)Cn2cnc3nc4c(cc3c2=O)CC(C)CC4)cc1 (stereo unspecified)
  GCN5L2 inh: -8.3%; DT40 TDP1 no CPT: -5.3%; TDP1 inh: -0.6%
> Cc1cccc(N2CCN(C(=O)C3CCN(c4ncnc5c4nc4n5CCCCC4)CC3)CC2)c1C
  GCN5L2 inh: -11.2%&-7.6%; DT40 TDP1 no CPT: 18.4µM*; TDP1 inh: 4.2%&-3.7%
> CCCNC(=O)COc1coc(CN2CCN(c3ccc(F)cc3)CC2)cc1=O
  GCN5L2 inh: ?; DT40 TDP1 no CPT: 15.2%; TDP1 inh: 0.2%

High-throughput results from PubChem BioAssay.

These rows are one share of the data; the hit share may differ from the screen's.
